From PubChem
tim23-1 inh: growth inhibitors of tim23-1 mutant yeast | S. cerevisiae tim23-1 growth, BacTiter-Glo luminescence, 24 h | inhibition, % at 20 µM | 330,000 compounds, 1.3% hits;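 active = growth inhibition of the mutant yeast at or above 50%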;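 note: temperature-sensitive mutant grown at 25 °C; plate controls were DMSO-treated mutant yeast for no effect and medium wells lacking yeast for full effect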
UPR CHOP act: activators of apoptotic arm of unfolded protein response (CHOP). activation, % at 10 µM. CHO-CHOP luciferase reporter, UPR activation, luminescence; percent of tunicamycin response over DMSO baseline. 330,000 compounds, 0.34% hits. AID 449763;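 active = at 10 µM dose, activation of 40% or more, normalized to positive control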;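 note: 100% = tunicamycin at 10 µg/mL and 0% = DMSO alone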
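Assay system: CHO-CHOP cells, stable luciferase reporter of PERK-eIF2a-CHOP signalling / Buffer or medium: F12 plus 10% serum / Compound dosing: one dose, 10 µM in 0.5% DMSO / Times: 6 h compound treatment, 37 °C / Technique: luciferase luminescence / Read-out: % reporter activation, DMSO baseline versus tunicamycin full activation / Benchmarks: tunicamycin and DMSO controls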
Jurkat NFkB inh: lowers PMA/ionomycin-induced NF-kB signal in Jurkat cells; PMA/ionomycin-induced NF-kB luciferase reporter, luminescence; inhibition, % at 4 µM; 330,000 compounds, 0.53% hits; AID 435003; in the data active = inhibition above about 50%
XBP1 UPR activ: activators of adaptive arm of unfolded protein response (XBP1). CHO-XBP1 luciferase reporter, IRE1-XBP1 UPR activation, luminescence; percent of tunicamycin response, DMSO as zero. 330,000 compounds, 0.33% hits. activation, % at 20 µM;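 active = versus positive control, 20 µM dose yields 30% or more activation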;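 note: 100% = tunicamycin at 10 µg/mL and 0% = DMSO only wells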
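Material: CHO-XBP1 cells stably carrying IRE1-XBP1-driven luciferase reporter / Amount: 1000 cells per well / Compound: 20 µM, 1% DMSO / Times: 6 h treatment, 37 °C / Detection: luciferase luminescence / Measure: % activation of reporter signal versus tunicamycin and DMSO controls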
TIM10 inh: growth inhibitors of TIM10 yeast strain. S. cerevisiae TIM10 strain growth, BacTiter-Glo luminescence, 24 h. inhibition, % at 10 µM. 330,000 compounds, 1.4% hits. AID 463195;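 active = inhibition of 40% or more at the single tested concentration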;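 note: wild-type TIM10 isogenic control strain grown at permissive 25 °C; 0% = DMSO yeast wells and 100% = minimal medium wells without yeast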
Mdm2 MdmX PPI: human Mdm2/MdmX binding inhibition | SaOS-2 split-luciferase Mdm2/MdmX complementation, luminescence | inhibition, % at 8 µM | 330,000 compounds, 3% hits | AID 485346;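 active = inhibition of at least 50% at 8 µM in the primary screen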
Target sequence (O15151 whole entry, looked up): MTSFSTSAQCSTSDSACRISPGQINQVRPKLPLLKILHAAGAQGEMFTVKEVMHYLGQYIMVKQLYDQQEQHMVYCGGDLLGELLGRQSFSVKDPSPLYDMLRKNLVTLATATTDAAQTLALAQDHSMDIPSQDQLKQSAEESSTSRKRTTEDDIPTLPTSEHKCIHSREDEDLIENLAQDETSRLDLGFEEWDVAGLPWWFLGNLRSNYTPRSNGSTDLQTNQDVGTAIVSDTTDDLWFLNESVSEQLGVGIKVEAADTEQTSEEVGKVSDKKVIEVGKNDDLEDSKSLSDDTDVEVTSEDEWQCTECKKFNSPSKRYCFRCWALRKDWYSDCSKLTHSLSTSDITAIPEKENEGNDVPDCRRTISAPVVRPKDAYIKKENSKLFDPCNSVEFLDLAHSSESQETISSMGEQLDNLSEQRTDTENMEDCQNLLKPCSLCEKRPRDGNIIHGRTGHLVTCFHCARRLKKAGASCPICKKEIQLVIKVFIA
Target sequence (Q00987 whole entry, looked up): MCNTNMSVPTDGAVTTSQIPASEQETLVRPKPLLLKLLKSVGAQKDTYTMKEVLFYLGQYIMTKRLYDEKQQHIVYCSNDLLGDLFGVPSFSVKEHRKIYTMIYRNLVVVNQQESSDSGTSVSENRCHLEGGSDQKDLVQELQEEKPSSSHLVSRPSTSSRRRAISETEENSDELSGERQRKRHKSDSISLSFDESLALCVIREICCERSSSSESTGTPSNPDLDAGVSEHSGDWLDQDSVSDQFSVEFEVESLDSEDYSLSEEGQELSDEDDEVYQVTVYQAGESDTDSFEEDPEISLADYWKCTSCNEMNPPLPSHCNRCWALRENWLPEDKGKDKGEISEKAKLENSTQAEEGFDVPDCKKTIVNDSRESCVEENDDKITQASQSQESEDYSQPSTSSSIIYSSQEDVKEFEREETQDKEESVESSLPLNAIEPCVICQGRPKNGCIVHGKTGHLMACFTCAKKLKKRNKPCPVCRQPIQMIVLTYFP
697 NFkB inh: inhibitors of the PMA/ionomycin-induced NF-kB reporter in 697 B cells; 697 B-cell NF-kB luciferase reporter, 16 h; inhibition, % at 4 µM; 330,000 compounds, 0.33% hits; AID 435022; in the data active = inhibition above about 35%
tim10-1 inh: inhibits growth of tim10-1 mutant yeast; AID 463190; 330,000 compounds, 2.2% hits; inhibition, % at 20 µM; S. cerevisiae tim10-1 ts strain growth, BacTiter-Glo, 24 h;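 active = inhibition of at least 40%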;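 note: mutant grown at 25 °C; 0% = DMSO wells with yeast and 100% = wells holding no yeast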
* marks the source's active call; other numbers are inactive results.

(1) O=C(O)COc1ccc2c3c(c(=O)oc2c1)CCC3
(2) Cc1ccccc1-c1nnc(SCC(=O)Nc2c(C)n(C)n(-c3ccccc3)c2=O)o1
(3) CN1CCN(C(c2ccc(C(F)(F)F)cc2)c2ccc3cccnc3c2O)CC1 (centres undefined)
(4) CCn1cc(C(=O)NCc2ccco2)c(=O)c2cc(S(=O)(=O)N3CC(C)CC(C)C3)ccc21 (centres undefined)
(5) Cc1ccc(CN2C(=O)CCC2C(=O)NCCCN2CCCC(C)C2)cc1 (centres undefined)
(6) Cc1ccc2cc3cc(C(=O)NCCCN4CCCC4=O)oc3nc2c1
(7) Cc1cccc(-n2c(O)c(C=Nc3ccc4c(c3)OCO4)c3ccccc3c2=O)n1
(8) CC(C)CCN(CCC(C)C)C/C(O)=C(\C#N)c1nc(-c2ccccc2)cs1

screen / no.	1	2	3	4	5	6	7	8
UPR CHOP act	-1.6	0.5	4.4	-3.8	-0.9	1.1	-3.1	-1.5
Jurkat NFkB inh	-11	6	20	32	-14	12	-4	7
TIM10 inh	0	4	10	-3	4	-5	27	-1
tim10-1 inh	-4	-14	36	23	20	5	30	3
Mdm2 MdmX PPI	-2	3	74*	37	-15	5	28	7
697 NFkB inh	9	-3	-22	-6	-2	-3	-3	-22
XBP1 UPR activ	-3	-3	19	-1	1	1	-2	-2
tim23-1 inh	14	-13	49	2	24	13	11	18

(9) Cc1sc2ncnc(OCC(=O)NC(C)C(C)C)c2c1C (centres undefined)
(10) COc1ccc(-c2nc(SCC(=O)Nc3cc(C)on3)n[nH]2)cc1
(11) CC1CCc2cc(F)cc3c(O)c(C(=O)NCCN(C)C)c(=O)n1c23 (centres undefined)
(12) CCOC(=O)N1CCN(S(=O)(=O)c2ccc(OCC)c3ccccc23)CC1
(13) c1ccc(-c2csc(N3CCCCCC3)n2)cc1
(14) COc1ccc(CCNC(=O)C2CCN(C(=O)c3ccc([N+](=O)[O-])cc3)CC2)cc1
(15) CN(C)c1ccc(C(=S)N2CCNCC2)cc1
(16) Cc1ccc2c(n1)sc1c(-c3ccc(Br)cc3)c(C#N)c(N)nc12

screen / no.	9	10	11	12	13	14	15	16
UPR CHOP act	-0.6	-2.7	2.4	1.3	5.5	-0.4	-0.8	0.0
Jurkat NFkB inh	2	-13	-8	14	-45	6	7	-1
TIM10 inh	4	-25	27	35	18	-5	10	27
tim10-1 inh	2	-3	12	34	10	15	9	29
Mdm2 MdmX PPI	-1	21	2	1	-16	4	-24	41
697 NFkB inh	11	-3	10	-9	-63	5	14	-17
XBP1 UPR activ	0	4	-1	2	1	-3	-3	61*
tim23-1 inh	5	-7	15	42	19	6	4	13

Reprinted from the part before: four entries; new compounds follow.
(13) c1ccc(-c2csc(N3CCCCCC3)n2)cc1
(14) COc1ccc(CCNC(=O)C2CCN(C(=O)c3ccc([N+](=O)[O-])cc3)CC2)cc1
(15) CN(C)c1ccc(C(=S)N2CCNCC2)cc1
(16) Cc1ccc2c(n1)sc1c(-c3ccc(Br)cc3)c(C#N)c(N)nc12
(17) COc1ccccc1N1CCN(C(=O)/C=C/c2ccc3c(c2)OCO3)CC1
(18) NC(=O)CSc1nnc(NC(=O)c2ccc(Br)o2)s1
(19) OCC1(Cc2ccccc2)CCN(Cc2cc3ccccc3o2)CC1
(20) O=C(Nc1ccccc1)C12CC3CC(C1)CC(n1cnc([N+](=O)[O-])n1)(C3)C2
(21) N#C/C(=C\C=C\c1ccccc1)C(=O)N1CCCC1
(22) Cc1nc2ccccn2c1C(=O)NC1CCCc2ccccc21 (centres undefined)
(23) CC(=O)Nc1ccc(NC(=O)COC(=O)[C@@H]2CCCN2C(=O)c2cccs2)cc1
(24) CN(Cc1ccccc1)C(=O)COC(=O)c1cc(NS(=O)(=O)c2cccs2)ccc1O

screen / no.	13	14	15	16	17	18	19	20	21	22	23	24
UPR CHOP act	5.5	-0.4	-0.8	0.0	-2.6	3.1	-1.4	3.0	0.6	-1.7	0.7	-1.7
Jurkat NFkB inh	-45	6	7	-1	-3	-4	3	0	4	31	1	6
TIM10 inh	18	-5	10	27	14	-5	-26	2	14	-4	-4	0
tim10-1 inh	10	15	9	29	32	-3	-37	7	0	5	0	6
Mdm2 MdmX PPI	-16	4	-24	41	8	-20	18	26	-15	20	-20	10
697 NFkB inh	-63	5	14	-17	-4	-11	12	23	4	-46	24	-15
XBP1 UPR activ	1	-3	-3	61*	1	-1	3	-1	-3	-4	-2	1
tim23-1 inh	19	6	4	13	30	-8	-11	2	5	9	9	12

(25) Cc1ccc(C(=O)C(C)OC(=O)CNC(=O)c2ccc(Br)o2)cc1 (centres undefined)
(26) O=C(Nc1nnc(SCc2ccccc2)s1)c1cccs1
(27) COc1cccc(-c2nc(N3CC(C)CC(C)C3)c3ccccc3n2)c1O (centres undefined)
(28) CCNC(=O)NNC(=O)C1CC(c2cccs2)=NO1 (centres undefined)
(29) CCOc1cc(NC(=S)NCCc2ccccc2)c(OCC)cc1NC(C)=O
(30) Cn1c(CCNC(=O)C2CCCCC2)nc2cc([N+](=O)[O-])ccc21
(31) COc1cccc(NC(=O)c2csc3c2CCCC3)c1
(32) O=C1COc2ccc(C(=O)COC(=O)c3ccc(F)cc3Cl)cc2N1

screen / no.	25	26	27	28	29	30	31	32
UPR CHOP act	0.7	5.1	2.7	-0.8	-2.3	0.0	5.9	2.0
Jurkat NFkB inh	6	-15	-13	-6	11	-17	-67	11
TIM10 inh	15	12	-15	0	6	4	31	-5
tim10-1 inh	3	9	8	0	5	-2	38	2
Mdm2 MdmX PPI	-13	-44	61*	0	10	16	-84	7
697 NFkB inh	18	-105	3	11	4	-5	-44	13
XBP1 UPR activ	0	0	46*	-5	-2	1	0	5
tim23-1 inh	19	6	-26	10	5	6	29	2

(33) CCOC(=O)C1Nc2ccccc2C2C(O)C(O)CC12 (centres undefined)
(34) O=[N+]([O-])c1ccccc1NCCOc1ccccc1
(35) CCCC(=O)Nc1nc2ccc(S(N)(=O)=O)cc2s1
(36) COc1ccc(NC(=S)Nc2ccc3snnc3c2)cc1
(37) CC(Oc1ccccc1F)c1nnc(SCC(=O)N(c2ccccc2)C2CCS(=O)(=O)C2)o1 (centres undefined)
(38) Cc1ccccc1S(=O)(=O)Cc1ccc(C(=O)NCCN(C)Cc2ccccc2)o1
(39) CC(C)(C)c1[nH]nc2c1C(c1ccoc1)C(C#N)=C(N)O2 (centres undefined)
(40) COC(=O)c1c(C)[nH]c(C(=O)OCC(=O)N(CC(C)C)c2c(N)n(Cc3ccccc3)c(=O)[nH]c2=O)c1C

screen / no.	33	34	35	36	37	38	39	40
UPR CHOP act	2.2	3.5	-1.0	4.1	1.0	0.1	-0.2	-0.4
Jurkat NFkB inh	9	-70	-10	-37	14	2	2	-11
TIM10 inh	9	3	6	0	4	-3	13	9
tim10-1 inh	7	28	9	24	11	-2	6	12
Mdm2 MdmX PPI	10	-58	17	-6	-3	16	10	23
697 NFkB inh	13	-41	-6	-30	4	-5	-23	-4
XBP1 UPR activ	2	4	3	4	0	-1	-5	0
tim23-1 inh	16	17	13	-21	10	-23	10	9

Grouped by structure: the compounds so far containing bromine
(16) Cc1ccc2c(n1)sc1c(-c3ccc(Br)cc3)c(C#N)c(N)nc12
(18) NC(=O)CSc1nnc(NC(=O)c2ccc(Br)o2)s1
(25) Cc1ccc(C(=O)C(C)OC(=O)CNC(=O)c2ccc(Br)o2)cc1 (centres undefined)

screen / no.	16	18	25
UPR CHOP act	0.0	3.1	0.7
Jurkat NFkB inh	-1	-4	6
TIM10 inh	27	-5	15
tim10-1 inh	29	-3	3
Mdm2 MdmX PPI	41	-20	-13
697 NFkB inh	-17	-11	18
XBP1 UPR activ	61*	-1	0
tim23-1 inh	13	-8	19

More structures follow:
(41) Cc1cccc(C)c1NC(=O)CNC(=O)c1ccccc1
(42) COc1ccc(NC(=O)CN(C)CC(=O)Nc2cccc(C(C)=O)c2)cc1
(43) COc1ccc2c(C)c(CCC(=O)NCCCN3CCCC3=O)c(=O)oc2c1C
(44) Nc1ccc(-c2nc3ccccc3o2)cc1
(45) Cc1cc(N(CCO)CCO)nc(-n2nc(C)cc2C)n1
(46) CC1CCN(c2ccc3nnc(CCC(=O)NCC(C)c4ccccc4)n3n2)CC1 (centres undefined)
(47) O=[N+]([O-])c1cc(S(=O)(=O)N2CCCC2)ccc1N/N=C/c1cccnc1
(48) COCC(C)N=C1NN=C(c2c[nH]c3ccccc23)CS1 (centres undefined)

screen / no.	41	42	43	44	45	46	47	48
UPR CHOP act	1.5	-0.9	2.2	2.3	0.8	0.5	-1.4	0.8
Jurkat NFkB inh	19	-16	1	-97	-7	7	4	-35
TIM10 inh	4	-1	-5	16	-6	4	5	7
tim10-1 inh	10	9	7	20	12	5	19	8
Mdm2 MdmX PPI	-3	-9	2	-84	-13	18	3	7
697 NFkB inh	1	-15	11	-90	7	-9	3	-19
XBP1 UPR activ	0	0	1	2	-3	-5	-4	-2
tim23-1 inh	-2	6	10	22	5	11	10	15

(49) CCN(CC)C(=O)CN(c1cc2c(cc1OC)oc1ccccc12)S(=O)(=O)c1ccccc1
(50) OCC[C@@H]1C[C@H](O)[C@@H](O)[C@]2(Cc3ccccc3CO2)O1
(51) COc1cccc(-c2c(C(=O)N/N=C(\C)c3cccnc3)nnn2-c2nonc2N)c1
(52) O=C(C1CCCCC1)N1CCN(c2ccnc3cc(Cl)ccc23)CC1
(53) CCOC(=O)N1CCC(Nc2cc(C)nc3c(-c4ccccc4OC)c(C)nn23)CC1
(54) O=C(NC1CCCCC1)C(c1cccnc1)N(CCc1ccccc1)C(=O)Cc1cccs1 (centres undefined)
(55) Cc1cc(C)c(C(=O)Nn2c(C)nc3ccccc3c2=O)cc1C

screen / no.	49	50	51	52	53	54	55
UPR CHOP act	-0.4	0.8	-1.0	3.6	-0.1	-0.5	-0.9
Jurkat NFkB inh	14	12	-3	26	-10	-11	1
TIM10 inh	21	0	3	20	16	-3	16
tim10-1 inh	27	-10	21	28	23	-3	26
Mdm2 MdmX PPI	23	-9	1	-18	19	12	11
697 NFkB inh	9	12	12	-7	-29	-5	7
XBP1 UPR activ	-4	-2	-2	-1	-1	-2	-3
tim23-1 inh	30	6	10	35	20	-14	32
